Compound activity deposited in PubChem by several laboratories.
PfHsp40 rescue – compounds rescuing yeast from Plasmodium falciparum HSP40 toxicity; S. cerevisiae expressing PfHsp40, growth rescue, ATP luminescence; 340,000 tested, 0.68% active; growth rescue, % at 12.5 µM; in the data active means growth rescue above about 28%, passing the limit was not always enough; inconclusive means no clear call, values can overlap the other calls;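 further: yeast W303a lacking pdr1 and pdr3 grown in galactose medium; growth measured after three days at 30 °C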
TcdB inh – inhibitors of Clostridioides difficile toxin B glycohydrolase. 350,000 tested, 0.24% active. AID 652162. TcdB glycohydrolase enzymatic assay, plate reader. inhibition, % at 9.99 µM; in the data active means inhibition above about 10%
Yp Topo-I inh – inhibitors of Yersinia pestis topoisomerase I | AID 504884 | Y. pestis Topo-I cleavage product accumulation, plate reader | 360,000 tested, 0.064% active | activity, % at 10 µM; in the data active means activity above about 50%, passing the limit was not always enough; inconclusive means no clear call, values can overlap the other calls; further: inactives centre near 2
Anthrax LF inh2 – anthrax lethal factor protease inhibition. 360,000 tested, 0.12% active. multiplex microsphere protease cleavage assay, LF. P15917. inhibition, % at 10 µM; in the data active means inhibition above about 30%; inconclusive means no clear call, values can overlap the other calls; further: plate controls were buffer without enzyme for full effect and enzyme alone for no effect
MazF activator – activators of E. coli MazEF toxin-antitoxin RNase | P0AE70 | activation, % at 20 µM | 350,000 tested, 0.32% active | FAM/BHQ RNA-DNA oligo cleavage fluorescence, 5 h; in the data active means activation above about 50%
Target sequence (P0AE70 whole entry, looked up): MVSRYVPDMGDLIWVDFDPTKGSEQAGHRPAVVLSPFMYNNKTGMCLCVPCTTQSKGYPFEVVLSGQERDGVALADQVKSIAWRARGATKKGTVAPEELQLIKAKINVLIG
Rv3671c protease – inhibits the M. tuberculosis serine protease Rv3671c; inhibition, % at 5.96 µM; 320,000 tested, 0.048% active; in the data active means inhibition above about 38%;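 further: extracellular domain of Rv3671c used as enzyme; 0% = enzyme with DMSO and 100% = no enzyme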
Target sequence (P9WHR9 whole entry, looked up, the tested form may be a part): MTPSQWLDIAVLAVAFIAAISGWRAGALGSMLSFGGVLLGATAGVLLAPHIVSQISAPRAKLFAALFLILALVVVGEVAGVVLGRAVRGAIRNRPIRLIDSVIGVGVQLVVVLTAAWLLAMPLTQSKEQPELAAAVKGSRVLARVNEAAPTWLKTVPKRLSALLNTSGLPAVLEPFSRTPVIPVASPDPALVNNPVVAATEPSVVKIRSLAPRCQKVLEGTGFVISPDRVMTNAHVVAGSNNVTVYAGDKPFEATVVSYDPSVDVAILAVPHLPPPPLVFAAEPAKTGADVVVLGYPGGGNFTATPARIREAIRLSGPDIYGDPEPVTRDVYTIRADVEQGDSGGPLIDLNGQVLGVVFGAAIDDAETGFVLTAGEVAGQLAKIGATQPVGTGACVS
SARS 3CLpro inh – SARS-CoV 3CLpro protease inhibition | P0C6X7 | recombinant SARS-CoV 3CLpro, quenched FRET peptide cleavage | inhibition, % at 6 µM | 290,000 tested, 0.14% active | AID 1706; in the data active means inhibition above about 12%
Vc quorum ag – induces V. cholerae light production without autoinducers | activation, % at 18.7 µM | 350,000 tested, 0.16% active | V. cholerae BH1578 lux reporter, luminescence, 6 h | AID 588436; in the data active means activation mostly above about 9.7%, no sharp cut-off; inconclusive means no clear call, values can overlap the other calls; inactive means mostly below about 3.7%; further: not every result past the cut was called active; inactives centre near 0; reference of the scale not given here
PriA SSB inh – inhibitors of Klebsiella pneumoniae PriA binding to SSB C-terminal tail | AlphaScreen SSBct-PriA binding, biotinylated peptide | inhibition, % at 33 µM | 430,000 tested, 0.6% active; in the data active means inhibition mostly above about 37%, no sharp cut-off; inactive means mostly below about 20%;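 further: plate controls were negative control peptide for no effect and reference peptide for full effect; strong numbers were not always called active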
DUSP3 inh – DUSP3 (human) phosphatase inhibition; 290,000 tested, 0.52% active; P51452; recombinant VHR phosphatase, pNPP absorbance; inhibition, % at 13.3 µM; in the data active means inhibition above about 50%; further: some compounds called inactive have numbers as strong as hits
Target sequence (P51452 whole entry, looked up): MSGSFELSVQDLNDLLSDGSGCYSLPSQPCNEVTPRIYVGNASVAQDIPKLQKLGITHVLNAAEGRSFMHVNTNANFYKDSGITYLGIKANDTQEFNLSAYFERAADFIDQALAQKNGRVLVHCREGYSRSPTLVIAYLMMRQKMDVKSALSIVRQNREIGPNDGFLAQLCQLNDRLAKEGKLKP
* = called active by the depositor; i = inactive; ? = inconclusive; / = no result given. The list is partial (hit frequency here may not be typical).

The line under a structure holds: PfHsp40 rescue, TcdB inh, Yp Topo-I inh, Anthrax LF inh2, MazF activator, Rv3671c protease, SARS 3CLpro inh, Vc quorum ag, PriA SSB inh, DUSP3 inh
CN1CCN(S(=O)(=O)c2cccc(C(=O)NCCOc3ccccc3F)c2)CC1
 : 0.9, 1.3, -0.6, -0.1, -15.6, -7.1, 0.4, -0.1, -1.4, -3.0
O=C(O)c1cc(-c2ccc(Cl)s2)nc2ccccc12
 : -0.3, 1.3, 4.4, 2.3, -22.0, -1.3, 5.8, 0.7, -5.3, 17.4
C=CCC(=O)N1CCCC(CNC(=O)c2ccc(-c3ccccc3)cc2)C1 (stereo not given)
 : 0.8, 1.4, 17.9, 0.0, 2.0, 5.8, 1.7, -1.0, -3.7, 25.9
Cc1ccc(S(=O)(=O)C2(C(=O)N3CCN(c4cc(C)ccc4C)CC3)CC2)cc1
 : -2.2, 2.4, 30.1, -0.9, 10.3, 12.3, -1.3, -0.9, -3.6, 27.0
Fc1ccc(/C=N/NC(=S)Nc2cccnc2)cc1
 : -0.9, 0.3, -18.0, 1.0, -13.4, 5.5, 1.4, -0.2, /, -8.1
O=C(NCCOc1ccccc1Cl)C(=O)Nc1ccccc1
 : -0.4, -0.3, 3.8, -1.0, -3.3, -9.3, -2.4, -0.2, -7.5, 4.2
Cc1cc(C)nc(OC(C(=O)O)C(OCCC(C)C)(c2ccccc2)c2ccccc2)n1 (stereo not given)
 : 0.7, 0.4, 10.7, 1.7, 5.0, -3.7, 5.5, i, -16.4, 16.5
COc1ccc(C(CNC(=O)c2ccc(Cl)c(S(=O)(=O)N3CCCC3)c2)N2CCCC2)cc1 (stereo not given)
 : 0.6, 1.3, 3.8, -1.8, -7.6, -7.0, /, -0.5, -3.9, /
CCCn1c(NC(=O)CN2C(=O)NC3(CCCC3)C2=O)nc2ccccc21
 : -0.1, 0.4, -14.7, -4.8, -8.3, -1.0, /, i, 1.3, /
COc1ccc([C@H]2CC(=O)C=C(c3ccc(C(F)(F)F)c(C(F)(F)F)c3)C2)cc1OC
 : -0.8, 2.4, -9.0, -3.9, -8.0, -9.0, /, i, -0.7, /
CSCC(C)N1CCC(Oc2cccc(C(=O)NCc3ccccn3)c2)CC1 (stereo not given)
 : -0.7, -0.1, 0.4, -3.2, -34.0, 5.1, -9.1, 0.0, 3.2, 22.9
CC(Sc1nnnn1-c1cccc(F)c1)C(=O)NC1CCCC1 (stereo not given)
 : 0.2, 2.7, -3.2, 12.4, 1.0, -1.5, /, -2.5, -8.5, /
CCOC(=O)C1CCN(Cc2ccc(F)c(F)c2)CC1
 : -1.4, /, -6.0, 3.0, 0.9, 6.2, -0.8, i, -2.8, 28.6
COc1cccc(-c2cnc(C(O)c3ccc(Cl)cc3)[nH]2)c1 (stereo not given)
 : /, 1.0, -2.6, 2.3, /, /, /, 0.3, /, /
N#Cc1c(SCC(=O)Nc2ccccc2)nsc1SCC(=O)Nc1ccccc1
 : -0.7, -0.3, 3.1, 1.6, 33.9, -1.3, 4.3, 0.2, -4.8, 9.1
Cc1cccc(OCCCC(=O)Nc2ccc(N3CCCCC3)cc2)c1C
 : -1.4, /, 1.4, -16.5, 8.6, 8.9, 2.0, i, -16.4, 1.5
O=C(Nc1nccs1)c1ccc(Br)s1
 : 10.3, 0.0, -2.5, 0.8, 4.1, -2.1, 0.5, i, -3.0, 12.8
COc1ccc(C2C(C(C)=O)=C(C)N=c3s/c(=C\c4cc(C)n(C)c4C)c(=O)n32)c(OC)c1 (stereo not given)
 : -0.5, /, -2.2, 0.0, -659.7, -17.8, -5.6, i, /, 14.3
COc1ccc(-c2cc(C3CCNCC3)[nH]n2)cc1
 : -2.3, -5.6, 1.1, 2.4, 3.0, -8.3, -2.5, i, -10.5, -27.7
O=C1/C(=C/c2cc([N+](=O)[O-])ccc2Cl)N2CCC1CC2
 : -1.2, /, 0.8, 5.4, -0.1, -10.7, 2.1, i, 0.6, 10.2

Among those listed so far, these contain an aryl thioether with sulfur outside any ring.
The line under a structure holds: PfHsp40 rescue, TcdB inh, Yp Topo-I inh, Anthrax LF inh2, MazF activator, Rv3671c protease, SARS 3CLpro inh, Vc quorum ag, PriA SSB inh, DUSP3 inh
CC(Sc1nnnn1-c1cccc(F)c1)C(=O)NC1CCCC1 (stereo not given)
 : 0.2, 2.7, -3.2, 12.4, 1.0, -1.5, /, -2.5, -8.5, /
N#Cc1c(SCC(=O)Nc2ccccc2)nsc1SCC(=O)Nc1ccccc1
 : -0.7, -0.3, 3.1, 1.6, 33.9, -1.3, 4.3, 0.2, -4.8, 9.1

Not a retest: 2 of the compounds above.
The line under a structure holds: PfHsp40 rescue, TcdB inh, Yp Topo-I inh, Anthrax LF inh2, MazF activator, Rv3671c protease, SARS 3CLpro inh, Vc quorum ag, PriA SSB inh, DUSP3 inh
COc1ccc(-c2cc(C3CCNCC3)[nH]n2)cc1
 : -2.3, -5.6, 1.1, 2.4, 3.0, -8.3, -2.5, i, -10.5, -27.7
O=C1/C(=C/c2cc([N+](=O)[O-])ccc2Cl)N2CCC1CC2
 : -1.2, /, 0.8, 5.4, -0.1, -10.7, 2.1, i, 0.6, 10.2

(list continues)
The line under a structure holds: PfHsp40 rescue, TcdB inh, Yp Topo-I inh, Anthrax LF inh2, MazF activator, Rv3671c protease, SARS 3CLpro inh, Vc quorum ag, PriA SSB inh, DUSP3 inh
CN(CCc1ccccc1)C(=O)c1ccc(NC(=O)Cc2cccc([N+](=O)[O-])c2)cc1
 : -1.2, 0.1, 6.0, 8.7, 1.1, 7.4, /, i, 6.7, /
COc1cccc2cc(C(=O)N3CC(C)OC(C)C3)c(=O)oc12 (stereo not given)
 : -1.4, -0.1, -2.9, /, 9.1, 1.2, -0.4, -0.4, -18.1, -2.3
O=C(O)c1cc2c(ccc3ccccc32)[nH]1
 : -0.5, /, 9.6, -2.0, 5.2, 3.7, 1.1, 6.2, -12.4, 14.6
CSc1ncccc1C(=O)N(C)CC(=O)Nc1ccc(Cl)c(C(F)(F)F)c1
 : -2.0, -0.5, -6.3, 2.2, 5.9, 4.8, -3.1, 0.6, 4.3, -11.3
CCOC(=O)c1c(NC(=O)c2ccc(Cl)s2)sc(C)c1C
 : 0.8, 1.0, 4.9, -1.1, 2.2, 5.7, /, -0.2, -2.1, -5.0
Cc1ccc(S(=O)(=O)N(C)C)cc1NC(=O)CCc1c[nH]c2ccccc12
 : -0.3, -0.2, -15.5, -5.2, 1.9, -2.6, -3.6, i, -7.0, 25.9
CCC(NC(=O)C1CCCC1)c1ccc(C)cc1 (stereo not given)
 : -1.1, 0.9, -2.6, 1.0, 1.9, -6.4, -1.8, i, -2.0, -1.9
CCCCn1c(N)c(N(CCOC)C(=O)c2cccc(S(=O)(=O)N3CCCCC3)c2)c(=O)[nH]c1=O
 : 2.0, 1.4, 7.6, -3.4, -15.7, 11.7, /, -0.9, -23.3, /
O=C(Nc1nnc2n1CCS2)c1ccc(Br)o1
 : 0.0, -0.5, 5.7, 0.6, 7.0, 2.9, -0.3, i, 1.8, -2.2
Cc1cccc(Oc2ccc(NC(=O)c3ccccc3C(=O)O)cc2)c1
 : 1.2, 0.7, 4.7, -5.9, -12.2, -8.8, 8.0, -0.1, 6.5, 0.8
Cc1ccc(C)c(NC(=O)c2ccccc2O)c1
 : 1.2, /, -6.3, 2.0, -15.4, 0.4, 0.3, -2.6, -5.0, 5.9
C=CCOC(=O)N1CCC2CC1c1cc(-c3ccc(OC)cc3)ccc12 (stereo not given)
 : 1.7, -0.9, 47.4, -9.8, -3.3, /, /, -0.7, -9.1, /
COc1cc(C=O)ccc1OCCOCCOc1ccc(Cl)cc1
 : -1.0, /, -4.8, -2.5, -3.2, -3.1, 2.1, 5.0, -22.8, 2.5
Cc1cc(C)n(-c2ccc(C(=O)NCC(=O)Nc3cc(Cl)ccc3Cl)cc2)n1
 : 2.6, 1.3, 18.8, 1.3, 2.1, 4.3, /, -1.8, -2.9, /
COc1ccccc1NC(=O)C(C)OC(=O)c1nc2nc(C)cc(C)n2n1 (stereo not given)
 : 0.4, 1.3, 2.6, -2.2, -3.7, -0.9, /, -0.5, -1.0, /
O=C(CCNC(=O)C1CCN(S(=O)(=O)c2ccccc2)CC1)NC1CC1
 : 0.3, 1.8, 1.3, -0.5, -0.8, 6.3, -1.7, -0.1, 11.7, -9.0
O=C(N/C(=C/c1ccccc1)C(=O)N1CCCCC1)c1ccc(Br)o1
 : -3.8, 0.7, 10.3, -1.4, 2.1, /, 1.8, -1.5, -12.9, -7.8
N#C/C(=N\Nc1ccc(F)cc1)C(=N)N1CCCCCC1
 : -0.3, 0.1, -7.3, -0.1, -6.1, 7.0, -0.2, -1.2, /, -1.0
Cc1ccccc1NC(=O)CN1C(=S)NC(C)(C)CC1C (stereo not given)
 : 0.2, /, -10.7, 3.8, -0.6, -5.3, 3.8, -0.2, 0.0, 6.8
COC(=O)CSc1nc2cc3c(cc2cc1C#N)OCO3
 : -1.5, /, 2.5, -2.2, -13.4, 1.6, 1.2, i, -7.4, 11.8

Later entries
The line under a structure holds: PfHsp40 rescue, TcdB inh, Yp Topo-I inh, Anthrax LF inh2, MazF activator, Rv3671c protease, SARS 3CLpro inh, Vc quorum ag, PriA SSB inh, DUSP3 inh
COC(=O)c1ccc(S(=O)(=O)NCc2cccc(OC)c2)n1C
 : 0.1, /, -2.8, -2.4, 3.2, 0.8, 1.7, i, 1.3, 11.3
COc1ccc(S(=O)(=O)N2CCC(C(=O)N3CCc4ccccc4C3)CC2)cc1C
 : 5.8, /, 5.6, -1.3, -3.0, -7.2, 4.2, -2.2, 8.1, -3.4
CCOc1ccc2[nH]c(=O)c(CN(CCOC)C(=O)N3CCOCC3)cc2c1
 : 0.5, /, 1.7, -3.5, 1.2, -10.6, -7.6, i, -8.3, 8.3
Nc1nnc(SCC(=O)c2ccc3ccccc3c2)s1
 : 2.7, /, 6.5, -1.6, -1.6, 1.8, 4.0, -7.7, -8.2, -14.1
O=C(CC(c1ccccc1O)N1CCCCC1)N1CCCCC1 (stereo not given)
 : -1.8, /, -0.6, -6.8, 5.4, -6.8, 0.3, -0.7, -4.1, 9.6
O=C(Oc1ccc2c(c1)OCO2)c1ccc(Br)c(S(=O)(=O)N2CCOCC2)c1
 : -0.7, /, 8.5, -2.3, -4.1, 4.6, 1.9, -1.4, 1.0, 13.4
O=C1NC(=Nc2ccccc2)S/C1=C/c1cccnc1
 : 0.1, 0.7, 4.0, -6.4, 1.5, 3.6, 0.9, -0.3, -11.4, 29.8
Cc1cc(NC(=O)c2cc(-c3ccccc3)on2)n(-c2ccccc2)n1
 : -1.3, /, 107.1*, -7.8, -210.8, 5.1, 1.5, 4.0, -9.0, 6.4
Cc1[nH]c(=O)[nH]c(=O)c1S(=O)(=O)Nc1ccc(F)c(Cl)c1
 : -0.2, 0.8, 1.6, 32.7*, 0.8, /, 0.0, -1.3, -9.8, -16.2
NCC12CC3CC(CC(O)(C3)C1)C2
 : -1.9, 3.7, -6.5, -2.8, -2.2, 3.1, -2.8, -0.4, -5.9, 20.1
Cc1ccc(C)c(NC(=O)C2(C)CC3c4ccccc4C2c2ccccc23)c1 (stereo not given)
 : ?, /, -0.2, -4.0, 2.1, -6.2, 1.3, 0.6, -9.1, 26.9
Cc1ccoc1C(=O)Nc1ccc(CC(=O)O)cc1
 : -0.2, /, -7.4, -1.5, -2.9, -3.1, 0.1, -0.2, -8.2, 8.7
